Source: PubChem BioAssay (National Center for Advancing Translational Sciences (NCATS))
aSyn yeast rescue: inhibitors of alpha-synuclein toxicity in yeast. S. cerevisiae alpha-synuclein toxicity rescue, BacTiter-Glo growth, 24 h. Potency, µM (titrated, usually from 46.1 µM), inactives show top-dose growth rescue (activation), actives largely listed as activators. actives 0.02% (n = 94,000). AID 1347070; active means well fitted activation curve with a large enough effect; inconclusive means small, poorly fitted or top-dose-only effect; further: 0% is about no effect
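Growth restoration measured by BacTiter-Glo luminescence after 24 hr at 30 deg C; alpha-synuclein yeast, raffinose-pregrown to mid-log, were added at OD600=0.02 in galactose medium onto pinned compounds.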
* = called active by the depositor; ? = inconclusive; [ ] = dose if it differs, or a comment. Potency means the concentration at half of the fitted maximal effect. Some of the compounds tested. The share of hits here may be higher or lower than overall.

structure | aSyn yeast rescue
O=C(NCc1ccc(Cl)cc1)C(=O)Nc1cccc(Br)c1 | -4.1%
C#CCN(C[C@@H]1[C@@H](OC(=O)Nc2cccs2)[C@@H](OC(=O)Nc2cccs2)Cn2c(=O)n(CCCCCC)c(=O)n21)S(=O)(=O)c1ccc(C)cc1 | -6.6%
CC(C)N(Cc1nnc(-c2ccc(Cl)cc2)o1)C(=O)C1=COCCO1 | 2.7%
CCOC(=O)c1cnc2c(Cl)cc(Cl)cc2c1Nc1cc(C(=O)O)ccc1C | -4.4%
CCOC(=O)c1ccccc1NC(=O)N(Cc1ccc(C)cc1)Cc1cccn1-c1nnc(N2CCCC2=O)s1 | 5.9%
Fc1ccccc1OCc1nc(-c2ccc(-n3cccc3)cc2)no1 | 4.7%
COc1cc(OC)c(NC(=O)CSc2cc(=O)n(C)c3ccc(Cl)cc23)cc1Cl | -1.9%
COc1cc(Cl)c(C)cc1NS(=O)(=O)c1c(C)nc2sccn2c1=O | -2.5%
O=C(CNC(=O)c1ccc(Br)o1)NNC(=O)c1ccccc1O | -2.8%
COc1ccc(-n2c(-c3ccc(C)cc3)cc3c2CC(C)(C)CC3=O)c(OC)c1 | -11.1%
Cc1ncc(COC(=O)C(C)C)c2cc(C(=O)Nc3ccccc3C(F)(F)F)c(=O)oc12 | -1.6%
COC(=O)c1cc2c(cc1NC(=O)c1cnn(-c3ccc(C)cc3)c1-n1cccc1)OCO2 | -6.7%
CCCCN1C(=O)C(CC(=O)NCc2cccc3ccccc23)CC(C(=O)N2CCOCC2)=C1C (stereo unspecified) | -1.6%
CSc1cccc(NC(=O)N2CCN(c3cc(-c4noc(C)n4)ccc3C)CC2)c1 | 6.2%
CCOC(=O)c1[nH]c(C)c(CCC(=O)N2CCN(c3cc(C)ccc3C)CC2)c1C | 5.4%
COC(=O)c1sc(-c2ccc(C(C)(C)C)cc2)cc1NC(=O)CCC(=O)O | -72.8%[inhibitor]
O=C(Nc1ccc(S(=O)(=O)NC2=NCCCCC2)cc1)c1cccc(OC(F)F)c1 | 2.0%
Cc1ccc(S(=O)(=O)c2c(C)nn(-c3ccccc3)c2OC(=O)c2ccccc2F)cc1 | 4.3%
C#CC[N+]1(CC#Cc2ccccc2)CCCCC1 | -6.2%
CN1CCN(CCCNC(=O)c2cnn(-c3ccccc3)c2-n2cccc2)CC1 | -0.1%
O=C(COc1ccc(F)cc1)NCCc1nc2ccccc2[nH]1 | -6.9%
Cc1cccc(C(C)C)c1NC(=O)COC(=O)c1cccc(S(=O)(=O)N2CCc3ccccc3C2)c1 | -0.7%
CCOC(=O)c1c(C)[nH]c(C)c1S(=O)(=O)N1CCC(C(=O)N2CCN(c3ccccc3F)CC2)CC1 | 5.5%
CN(C(=O)Cn1nnc(-c2ccc(S(C)(=O)=O)cc2)n1)c1ccccc1 | 3.9%
CCOc1ccc(S(=O)(=O)N2CCCC(C(=O)NCc3ccccn3)C2)cc1C (stereo unspecified) | -5.2%
O=C(Nc1ccc(N2CCOCC2)cc1)C1CCCCN1S(=O)(=O)c1ccccc1 (stereo unspecified) | 2.5%
CCc1ccc(NC(=O)CSc2nc(=O)n(Cc3ccco3)c3c2CCC3)cc1 | -11.2%
Cc1ccccc1-c1ccc(=O)n(CC(=O)Nc2ccc(-n3cnnn3)cc2)n1 | -7.6%
CSc1ccc(CCNC(=O)CCCn2nc(C)c3sc4ccccc4c3c2=O)cc1 | -0.6%
COc1cccc(-c2cc(C(=O)Nc3ccn(Cc4ccc(C)cc4)n3)no2)c1 | -1.7%
CC(C)Oc1ccc(CCNC(=O)CC2C(=O)NCCN2C)cc1 (stereo unspecified) | 5.2%
O=C(NCCc1ccc(Cl)cc1)c1ccc(CS(=O)(=O)Cc2ccc(Cl)cc2)o1 | -8.2%
COc1ccc(CCNC(=O)CCn2c(=O)oc3ccccc32)cc1 | 3.6%
NNC(=O)Cn1c2ccccc2c2ccccc21 | -2.7%
Cc1ccc2c(C)c(C(=O)N(Cc3ccc(N(C)C)cc3)C3CCS(=O)(=O)C3)oc2c1 (stereo unspecified) | 5.3%
CCCN(CC(=O)Nc1ccccc1C)C(=O)c1ccc(Cl)c(S(=O)(=O)N2CCCC2)c1 | 5.1%
Cc1ccc(C)c(NC(=O)CN(C)C(=O)c2ccc(Cl)nc2)c1 | -5.1%
Cc1cc(O)cc(=O)n1C | -4.8%
NC(=O)C1CCN(C(=O)c2cn(-c3ccccc3)nc2-c2cccnc2)CC1 | -2.9%
O=C(Nc1cccc([N+](=O)[O-])c1)c1ccc2ccccc2c1O | -10.2%
O=C(Cn1c(=O)ccc2cc(S(=O)(=O)N3CCCC3)ccc21)NCc1ccc(F)cc1 | -4.7%
Cc1ccc(C2=NN(CC(=O)NCCC(C)C)C(=O)CC2)cc1 | -5.9%
O=C(O)CCC(=O)N1CCc2cc(S(=O)(=O)N3CCC(Cc4ccccc4)CC3)ccc21 | 7.5%
COC(=O)c1cc(NS(=O)(=O)c2cc(Br)cc3c2N(C(C)=O)CC3)cc(C(=O)OC)c1 | 3.1%
Cc1nnc(SCC(=O)NC2CCCCC2)n1-c1ccccc1 | 1.4%
COc1ccc(OC)c(CCNC(=O)Cc2ccc(NC(=O)C3=C(C)OCCS3)cc2)c1 | -10.3%
COC(=O)CN(C#N)c1nc(N(C)C)nc(N(C)C)n1 | 5.3%
COc1ccc(-c2cn3nc(SCC(=O)Nc4ccc(C)c(Cl)c4)ccc3n2)cc1 | 0.6%
COc1ccccc1CNC(=O)C(NC(=O)c1ccccc1C)C(C)C (stereo unspecified) | 2.0%
COc1cc(S(=O)(=O)N2CCCN(C)CC2)ccc1NC(C)=O | -4.0%
CCOC(=O)c1cccc(NC(=O)c2oc3c(c2C)-c2nn(CC)cc2CC3)c1 | -4.0%
CCOc1ccc(S(=O)(=O)NCCC(=O)Nc2ccncc2)cc1 | -1.7%
CC(=O)Nc1ccc(NC(=O)CSC2=NS(=O)(=O)c3ccccc3N2)cc1 | -41.5%[inhibitor]
O=C(NCCc1nc2ccccc2n1Cc1ccc(Cl)cc1Cl)c1ccco1 | 26.0%
Cc1ccccc1C(=O)OCc1cc(=O)n2nc(C3CCCCC3)sc2n1 | 9.8%
CCOC(=O)c1cnc(NCc2ccc(Cl)cc2)c2ccccc12 | -26.8%
CCOC(=O)c1c(S(=O)(=O)NCC(=O)N(C)c2ccc(C)cc2)c(C)n(C)c1C | -3.8%
COC(=O)c1ccc(NS(=O)(=O)c2ccc3[nH]c(=O)oc3c2)cc1 | 7.0%
COC(=O)c1ccccc1NS(=O)(=O)c1cc2c(cc1C)N(C)CCO2 | -6.2%
Cc1cc(C)cc(NC(=O)C(Cc2ccccc2)NS(=O)(=O)c2ccc3c(c2)CCC(=O)N3)c1 (stereo unspecified) | -9.0%

(next part)
structure | aSyn yeast rescue
CC1CN(C(=O)c2cc3cc([N+](=O)[O-])ccc3oc2=O)CC(C)O1 (stereo unspecified) | -0.6%
COc1ccc(S(=O)(=O)NCC(c2ccco2)N2CCN(c3ccccc3)CC2)cc1OC (stereo unspecified) | 0.2%
CC(C)c1nnc(N2C(=O)c3oc4ccccc4c(=O)c3C2c2ccccc2F)s1 (stereo unspecified) | 7.6%
Cc1ccc(Cn2c(C)c(CNCc3ccccc3F)c(C(=O)O)c2C)cc1 | 9.4%
Cc1ccc(Nc2nn3c(=O)c4cc5c(cc4nc3s2)OCO5)cc1Cl | 7.1%
CCOc1cc(S(=O)(=O)NCCc2c(C)[nH]c3ccc(C)cc23)ccc1F | 8.0%
CC(C)Oc1ccc(CNC(=O)C2=Cc3ccccc3OC2)cc1 | 0.3%
CCOc1c(Cl)cc(Cl)cc1CNCCSc1nnnn1C | 6.5%
Cc1cc(C)n2cc(CSc3nncn3C)nc2n1 | -6.5%
Cc1ccc(C)c(NC(=O)CN(C)C(=O)c2ccccn2)c1 | 1.0%
O=C(COC(=O)c1cc([N+](=O)[O-])ccc1NCc1ccccc1Cl)NCC(F)(F)F | -13.0%
Cc1cc(C)c(NC(=O)Nc2ccc3snnc3c2)c(C)c1 | -2.6%

Compounds shown so far containing bromine:
structure | aSyn yeast rescue
O=C(NCc1ccc(Cl)cc1)C(=O)Nc1cccc(Br)c1 | -4.1%
O=C(CNC(=O)c1ccc(Br)o1)NNC(=O)c1ccccc1O | -2.8%
COC(=O)c1cc(NS(=O)(=O)c2cc(Br)cc3c2N(C(C)=O)CC3)cc(C(=O)OC)c1 | 3.1%

More records.
structure | aSyn yeast rescue
O=C(Nc1ccccc1Br)N1CCN2CCCCC2C1 (stereo unspecified) | -4.9%
CCCN(C(=O)c1noc2c1COc1ccc(C)cc1-2)c1ccc(Cl)c(Cl)c1 | 3.0%
COc1ccc(S(=O)CC(=O)Nc2ccc(Cl)cc2Cl)cc1 (stereo unspecified) | 0.2%
COc1cc(C(=O)NC(C)c2ccc(-n3ccnc3)cc2)cc(OC)c1C (stereo unspecified) | 3.9%
Cc1nn(S(=O)(=O)c2ccccc2)c(C)c1S(=O)(=O)N1CCC(C)CC1 | -3.9%
CN1CCN(C(CNC(=O)C(=O)Nc2ccc3c(c2)OCCO3)c2ccc(F)cc2)CC1 (stereo unspecified) | -2.4%
Cc1cc(C)c(NC(=O)c2ccc[n+](Cc3ccc([N+](=O)[O-])cc3)c2)c(C)c1 | 8.9%
CCC(Sc1nc2ccncc2[nH]1)C(=O)Nc1cc(C)ccc1C (stereo unspecified) | 1.7%
CC(=O)c1cc2c(cc1N/C(=N/S(=O)(=O)c1ccc(C)cc1)c1ccc(F)cc1)OCO2 | 5.5%
C[C@H]1CN([C@@H](C)CO)C(=O)CCCn2nncc2CO[C@@H]1CN(C)C(=O)NC1CCCCC1 | -3.8%
CCC(CC)NC(=O)CCCSc1nc2ccccc2[nH]1 | -8.2%
COc1cc(C#N)ccc1OCC(=O)Nc1cccc(S(=O)(=O)N(C)c2ccccc2)c1 | 11.1%

Single values from the entries so far.
aSyn yeast rescue result of CCC(Sc1nc2ccncc2[nH]1)C(=O)Nc1cc(C)ccc1C (stereo unspecified) : 1.7%
aSyn yeast rescue result of COc1ccc(S(=O)CC(=O)Nc2ccc(Cl)cc2Cl)cc1 (stereo unspecified) : 0.2%

(more compounds)
structure | aSyn yeast rescue
CCN(Cc1ccccc1)C(=O)Cn1c(=O)cc(C)c2c(C)nn(-c3cccc(F)c3)c21 | 8.7%
Cc1cc(C)cc(NC(=O)CN2C(=O)CSc3ccc(S(=O)(=O)N4CCCC4)cc32)c1 | -6.2%
CN(CC(=O)Nc1cc(Cl)ccc1-n1cncn1)Cc1ccccc1N1CCOCC1 | 5.5%
CCN(CC)S(=O)(=O)c1ccc(OC)c(NC(=O)c2ccc(-n3cncn3)c([N+](=O)[O-])c2)c1 | 7.0%
COc1ccc(-c2cc(C(=O)NCCc3ccccc3)c3cc(C(C)C)ccc3n2)cc1 | -8.5%
CC(=O)Nc1ccc(S(=O)(=O)N(C)CC(=O)Nc2ccc(Br)cc2F)cc1 | -5.0%
O=C(Cn1c(=O)oc2cc(S(=O)(=O)N3CCCCC3)ccc21)NCc1ccc(F)cc1 | -1.6%
O=C(c1cc2ccc3cccnc3c2[nH]1)N1CCCCC1 | -17.1%
Cc1cccc(-c2nc(C)c(CCNC(=O)c3cccs3)s2)c1 | -23.2%
CNC(=O)NC(=O)COc1ccc2oc3c(c2c1)CCCC3 | -9.2%
COc1ccc(/C=N/NC(=O)c2ccc(Cl)c(S(N)(=O)=O)c2)cc1OCC(N)=O | 5.7%
Cc1ccc(C)c(Nc2nnc(-c3ccc(C)c(S(=O)(=O)NCC4CCCO4)c3)c3ccccc23)c1 (stereo unspecified) | 3.7%
CCOc1ccc(CCNC(=O)COC(=O)c2cccc(S(=O)(=O)N3CCCCC3)c2)cc1OCC | -3.5%
CN1C(=O)Cc2cc(S(=O)(=O)CCC(=O)Nc3ccccc3)ccc21 | 3.0%
CCOC(=O)c1c(NC(=O)Nc2ccc(F)cc2)sc2c1CCN(C)C2 | ?
CCc1ccc(-n2c(=O)c3c4c(sc3n(Cc3ccccc3C#N)c2=O)CCCC4)cc1 | -3.8%
COc1ccc(NS(=O)(=O)c2cccc(C(=O)N3CCN(C/C=C/c4ccccc4)CC3)c2)cc1 | 16.0%
CCn1c(C(C)NC(C)=O)nc2ccccc21 (stereo unspecified) | 2.7%
O=c1[nH]c(C2CCN(S(=O)(=O)c3ccccc3)CC2)nc2c1nnn2Cc1c(F)cccc1Cl | -5.7%
Cn1c(CSc2nc3ccccc3s2)nnc1SCC(=O)NCc1cccnc1 | -11.3%
O=C(NCc1ccc(Cl)cc1)c1ccc(Cn2c(=O)c3cccn3c3cccnc32)cc1 | 4.2%
C[C@@H]1CCCCO[C@H](CN(C)Cc2ccc(C(=O)O)cc2)[C@H](C)CN([C@@H](C)CO)C(=O)c2cc(NC(=O)Nc3ccc(C(F)(F)F)cc3)ccc2O1 | -8.5%
CC(C)N(C(=O)CSc1nnc(C2CC2)n1C1CC1)c1ccccc1 | 2.3%
COc1ccc(-n2c(SCC(=O)Nc3ccc([N+](=O)[O-])cc3OC)nc3ccccc32)cc1 | 8.6%
CC(C)(C)c1ccc(OCC(=O)N(Cc2cccs2)C2CCS(=O)(=O)C2)cc1 (stereo unspecified) | -2.0%
O=C(NC1CCCCCC1)c1cc(=O)[nH]c2ccc(S(=O)(=O)N3CCOCC3)cc12 | -15.5%
COC(=O)c1c(NC(=O)c2nc(SCc3ccccc3C)ncc2Cl)sc2c1CCCC2 | -12.0%
CN(CC(=O)Nc1cccc(F)c1)C(=O)CCCn1c(=O)oc2ccccc21 | 4.8%
O=C(O)c1ccccc1C(=O)N1CCN(c2ncccn2)CC1 | 0.2%
